Screens (PubChem)
LYPLA1 counter: blocks human lysophospholipase 1, a PME1 counter-screen; O75608; recombinant LYPLA1, FP-Rh probe fluorescence polarization; inhibition, % at 5.9 µM; 320,000 tested, 0.16% active;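 active = inhibition above the mean of all tested compounds plus 3 SD, set per campaign, cut at about 14% in these data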;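 also: inhibitors block serine hydrolase probe labeling of LYPLA1 so polarization falls; 0% = enzyme with DMSO and 100% = wells lacking LYPLA1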
LYPLA2 inh: counter-screen for PME1 inhibitors: inhibitors of human LYPLA2; AID 2177; 320,000 tested, 0.38% active; inhibition, % at 5.9 µM; recombinant LYPLA2, FP-Rh probe fluorescence polarization;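 active = inhibition above the screen-wide mean plus 3 SD, limit set per campaign, cut at about 26% in these data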;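 also: 0% = LYPLA2 with DMSO and 100% = wells lacking LYPLA2 enzyme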
GSTO1 counter: counter-screen for RBBP9 inhibitors: inhibitors of human GSTO1. 300,000 tested, 1.1% active. AID 1974. recombinant GSTO1, activity-based probe fluorescence polarization. inhibition, % at 5.96 µM. P78417;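 active = inhibition above the campaign mean inhibition plus 3 SD, cut at about 35% in these data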;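 also: 0% = GSTO1-1 with DMSO and 100% = wells lacking GSTO1-1 enzyme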
pPAFAH inh: inhibitors of human plasma PAF acetylhydrolase (pPAFAH); inhibition, % at 3.39 µM; AID 463082; 330,000 tested, 1.5% active; Q13093; recombinant pPAFAH, FP-rhodamine probe fluorescence polarization;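 active = inhibition above the mean inhibition across the screen plus 3 SD, cut at about 25% in these data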;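 also: inhibitors block binding of the rhodamine activity-based probe so polarization drops; 0% = enzyme with DMSO and 100% = wells lacking pPAFAH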
PREPL inhibitor: inhibitors of human prolyl oligopeptidase-like enzyme PREPL | inhibition, % at 5.96 µM | recombinant PREPL, fluorescence polarization activity-based probe | 320,000 tested, 0.68% active | Q4J6C6 | AID 2751; in the data active = inhibition above about 43%;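 also: 0% = enzyme with DMSO and 100% = wells lacking enzyme; many of its hits are not listed in these tables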
PAFAH1B3 inh: blocks human PAF acetylhydrolase 1B catalytic subunit 3; Q15102; recombinant PAFAH1B3, FP-rhodamine probe, fluorescence polarization; inhibition, % at 3.39 µM; 340,000 tested, 0.28% active;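 active = inhibition above the screen-wide average of all tested compounds plus 3 SD, cut at about 25% in these data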;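 also: 0% = enzyme with DMSO only and 100% = wells lacking PAFAH1B3 protein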
PAFAH1B2 FP inh: inhibitors of human PAFAH1B2; AID 492953; recombinant PAFAH1B2, FP-rhodamine activity probe, fluorescence polarization; P68402; 340,000 tested, 1.2% active; inhibition, % at 3.39 µM;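 active = inhibition above the mean of all tested compounds plus 3 SD, cut at about 24% in these data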;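 also: 0% = enzyme with DMSO and 100% = wells lacking PAFAH1B2; many of its hits are not listed in these tables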
PME-1 primary: blocks human protein phosphatase methylesterase 1; Q9Y570; recombinant PME-1, FP-Rh probe fluorescence polarization; inhibition, % at 5.9 µM; 320,000 tested, 0.53% active; AID 2130;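 active = inhibition above the campaign mean of all compounds plus 3 SD, cut at about 26% in these data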;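 also: competitive labeling of PME-1 active site by serine hydrolase directed probe; 0% = PME-1 with DMSO and 100% = wells lacking PME-1 enzyme; inhibitors block probe labeling so polarization falls and inhibition rises; many of its hits are not listed in these tables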
Target sequence (Q9Y570 whole entry, looked up): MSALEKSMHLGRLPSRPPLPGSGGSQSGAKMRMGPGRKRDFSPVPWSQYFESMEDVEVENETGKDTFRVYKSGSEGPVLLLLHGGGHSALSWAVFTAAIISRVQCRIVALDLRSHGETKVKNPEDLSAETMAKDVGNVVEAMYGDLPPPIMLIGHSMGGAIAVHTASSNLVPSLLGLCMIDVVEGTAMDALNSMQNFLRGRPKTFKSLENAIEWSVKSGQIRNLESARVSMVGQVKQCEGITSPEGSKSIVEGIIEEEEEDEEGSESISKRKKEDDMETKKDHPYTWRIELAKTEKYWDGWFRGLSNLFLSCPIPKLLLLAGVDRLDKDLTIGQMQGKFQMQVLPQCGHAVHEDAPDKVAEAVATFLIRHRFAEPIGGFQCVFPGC
PAD4 FP inh: PAD4 (human) enzyme inhibition | Q9UM07 | recombinant PAD4, RCA probe fluorescence polarization | inhibition, % at 6.36 µM | 330,000 tested, 0.41% active;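 active = percent inhibition above a cutoff equal to the mean of all tested compounds plus 3 SD, cut at about 15% in these data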;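 also: 0% = PAD4 with RCA probe and DMSO and 100% = probe without PAD4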
Target sequence (Q9UM07 whole entry, looked up): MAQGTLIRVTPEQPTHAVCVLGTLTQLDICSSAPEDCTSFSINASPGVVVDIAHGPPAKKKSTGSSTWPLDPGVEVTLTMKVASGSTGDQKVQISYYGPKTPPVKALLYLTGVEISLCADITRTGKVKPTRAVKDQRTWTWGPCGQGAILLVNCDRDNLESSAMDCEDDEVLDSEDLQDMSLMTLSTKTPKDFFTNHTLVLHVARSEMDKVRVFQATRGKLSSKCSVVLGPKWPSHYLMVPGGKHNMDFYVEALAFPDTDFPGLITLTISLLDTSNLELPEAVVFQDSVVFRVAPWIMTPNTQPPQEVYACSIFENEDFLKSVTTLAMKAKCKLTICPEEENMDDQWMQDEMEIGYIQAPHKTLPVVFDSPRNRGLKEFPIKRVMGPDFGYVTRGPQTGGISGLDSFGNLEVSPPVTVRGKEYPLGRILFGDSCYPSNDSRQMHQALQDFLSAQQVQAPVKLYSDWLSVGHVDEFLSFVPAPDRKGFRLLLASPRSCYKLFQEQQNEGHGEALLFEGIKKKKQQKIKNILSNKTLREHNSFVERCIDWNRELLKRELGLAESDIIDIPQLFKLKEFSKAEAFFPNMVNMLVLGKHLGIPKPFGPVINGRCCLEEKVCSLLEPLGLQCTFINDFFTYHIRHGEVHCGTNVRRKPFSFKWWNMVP
Starred values were filed as active, the others as inactive; . = no result given. A portion of the library. The share of hits here may be higher or lower than overall.

SMILES	pPAFAH inh	PAFAH1B2 FP inh	PME-1 primary	LYPLA2 inh	PAFAH1B3 inh	PAD4 FP inh	GSTO1 counter	PREPL inhibitor	LYPLA1 counter
C/C(=N\NC(=O)c1ccc(CN(C)S(=O)(=O)c2ccc(C)cc2)cc1)c1ccc(OC(F)F)cc1	5	-1	-1	-5	-3	3	6	-4	-3
CCCCn1nc(C(=O)Nc2ccc3c(c2)OCO3)c2ccccc2c1=O	10	6	.	.	7	3	.	13	.
CCN(CC)S(=O)(=O)c1ccc(-c2nnc(SCC(=O)Nc3nnc(C)s3)n2CC)cc1	3	1	-7	-7	1	-2	3	3	-3
Cc1ccc(CNC(=O)CCc2ccc(S(=O)(=O)NCC(C)C)cc2)cc1	8	10	-4	-3	-1	-11	3	3	5
CC(C)OCCCN(C)C1CCN(S(=O)(=O)c2ccc(-c3cc(C(F)(F)F)no3)s2)CC1	1	-1	-2	7	7	3	3	16	1
CCOC(=O)C1(Cc2cccc(OC)c2)CCN(Cc2csc(C(C)=O)c2)CC1	-1	0	3	-9	0	0	-2	-1	-3
COc1ccc(NC(=O)c2ccc(S(=O)(=O)C(F)F)cc2)c(OC)c1	-1	5	1	-1	18	2	8	8	1
S=C(Nc1ccccc1)Nc1nccs1	3	1	7	-6	7	-2	26	-2	-10
Cn1c(SCC(=O)OCc2ccccc2)nnc1-c1ccco1	1	8	-6	-1	8	-8	1	4	0
Cc1ccc(-c2cc(C(=O)NC3=NCCS3)c3cc(Br)ccc3n2)o1	17	.	-7	-17	.	-6	-24	-3	-11
Cc1ccc(NC(=O)c2cccnc2)cc1C	-2	-1	-1	-5	8	-6	-2	4	-3
Cc1cc(C)nc(SCC(=O)Nc2ncc(C(F)(F)F)cc2Cl)n1	-1	4	0	-2	2	-2	3	2	1
COc1ccc(N2CCN(c3ccc(NC(=O)NN)cc3)CC2)cc1	2	3	-4	-1	6	1	2	2	0
CCC(C)NC(=O)Cn1nc(C(F)(F)F)c2c1CCC2 (stereo unspecified)	6	1	5	0	8	1	-6	8	3
Cc1sc2c(c1C)c(=O)n(-c1ccc(Cl)cc1)c(=O)n2Cc1cc(=O)n2ccccc2n1	-3	4	-3	1	4	1	-2	-8	5
CCCCNC(=O)CCCCCNS(=O)(=O)c1ccc(Br)cc1	4	20	-1	-5	10	0	21	1	-1
CCN1CCc2c(sc(NC(=O)c3cc4ccccc4cc3OC)c2C(N)=O)C1	2	-6	4	-1	-1	-2	-1	15	-4
O=C(NC1CCCC1)C1c2ccccc2C(=O)N1C1CCCCC1 (stereo unspecified)	1	4	-2	-2	-8	0	-7	-7	0
Cc1ccccc1OCCNC(=O)c1ccccc1Sc1ccccc1C#N	3	7	3	2	2	-1	4	9	-3
CC(C)NC(=O)CC1(C(=O)NCc2ccc(Cl)cc2)CCCC1	4	-1	4	3	6	3	-1	9	1
CC(C)C(C(=O)NCc1ccccc1)N(CC1CCCO1)C(=O)CNS(=O)(=O)c1ccccc1 (stereo unspecified)	6	1	4	-9	3	-6	2	-1	-7
c1ccc(NC2=NCCN2CCC2CCCC2)cc1	2	-1	3	6	2	4	5	-2	5
Cc1nnc(SC(C)C(=O)NC2CCCCC2C)s1 (stereo unspecified)	5	0	0	7	-1	-4	-4	13	3
COc1ccc(-c2c[nH]c(=O)[nH]c2=O)cc1OC	3	-1	-7	0	1	-2	-10	0	-3
Cc1c(C(N)=O)sc2ncn(CC(=O)N3CCC(C)CC3)c(=O)c12	-4	0	3	4	9	-1	1	9	0
O=C(CSc1nnc(SCC(=O)c2ccco2)s1)c1ccco1	17	3	0	5	8	-1	19	-4	0
COC(=O)c1ccccc1NC(=O)C1COc2ccccc2O1 (stereo unspecified)	3	4	1	-3	19	-3	3	3	-2
CN(CC(=O)Nc1c(Cl)cccc1Cl)C(=O)c1cccn1C	7	-2	1	8	8	-1	4	4	2
CCn1c(=O)cc(OCC(=O)NC2CC2)c2ccccc21	-5	4	-6	2	4	-6	8	-3	-1
CC(C)[C@@H]1CN=C(N)N1C[C@@H]1CCCN1C[C@H](C)N1C[C@@H](Cc2ccccc2)N(CCc2ccc(Cl)c(Cl)c2)C1=N	-2	4	.	.	4	-2	.	63*	.

SMILES	pPAFAH inh	PAFAH1B2 FP inh	PME-1 primary	LYPLA2 inh	PAFAH1B3 inh	PAD4 FP inh	GSTO1 counter	PREPL inhibitor	LYPLA1 counter
O=C(c1ccc(F)cc1)C1CCN(Cc2cn[nH]c2-c2ccc(F)cc2)CC1	-1	7	0	2	16	2	-13	-24	1
O=C(OCC(=O)N1CCN(C(=O)COC(=O)c2ccncc2)CC1)c1ccncc1	27*	-2	-1	7	-5	-3	-8	0	2
O=C(NC1CCCCCC1)c1nnc(Cc2ccc(Cl)cc2)o1	11	8	0	0	-4	0	2	2	1
CC(=O)c1ccc(S(=O)(=O)N2CCN(CCOc3ccccc3)CC2)cc1	4	-1	.	.	9	-1	.	17	.
COC(=O)c1sccc1NC(=S)N1CCCCC1	2	5	1	2	10	-5	-2	-5	0
CC(C)(C)OC(=O)N[C@H](C(=O)OC(C)(C)C)c1ccc2c(c1)OCO2	2	-6	-7	-1	-8	3	.	-3	-1
CC1=C(C(=O)Nc2ccccc2)C(c2cccs2)NC(=O)N1 (stereo unspecified)	7	5	-4	-3	2	-2	3	1	-3
CCCn1cc(CN2CCN(Cc3ccc(C)o3)C(CCO)C2)c(C)n1 (stereo unspecified)	-1	-2	0	0	-5	-1	6	-2	-3
CCOCCCNC(=O)c1ccccc1SC	-4	1	-7	5	4	-4	4	14	0
OCC[C@@H]1C[C@H](O)[C@@H](O)[C@@]2(CCCO2)O1	5	6	-4	1	2	1	6	-6	-1
Cc1ccc(CC(=O)N2CCN(C(=O)C3CCCO3)CC2)cc1 (stereo unspecified)	4	-5	6	0	10	-6	2	-4	0
Fc1cccc(CSc2ccc3nnc(-c4ccccn4)n3n2)c1	-3	5	-7	1	-4	4	4	35	0
COC(=O)c1ccccc1NC(=O)N1c2ccccc2CC1C (stereo unspecified)	7	8	3	4	-2	-5	24	10	-3
CCc1ccc(Nc2ccc(C(N)=O)cc2[N+](=O)[O-])cc1	7	2	17	19	11	-2	4	-4	4
CCN(CC)CCNC(=O)c1cc2c(=O)n(C)c3ccccc3c2n1C	-5	-1	1	-4	2	-3	15	-16	5
COc1ccc(-n2c(Cc3cccn3C)nnc2SCC(=O)Nc2cccc(NC(C)=O)c2)cc1	7	5	9	-3	0	0	-3	9	-1
CCSCCOC(=O)C1=C(C)NC2=C(C(=O)CCC2)C1c1coc2ccccc2c1=O (stereo unspecified)	2	3	-2	-5	10	-2	2	6	-4
CCOc1ccc(C(CC(=O)O)NC(=O)CCCOc2ccc(Cl)cc2C)cc1 (stereo unspecified)	13	9	0	2	10	-1	0	2	1
CCCCOc1ccc(C2OC34CCCCC3C(C#N)(C#N)C2(C#N)C(=N)O4)cc1 (stereo unspecified)	24	39*	22	16	57*	15	25	15	11
O=C(Nc1ccccc1C(=O)NCc1ccco1)c1ccco1	-1	0	3	1	7	-1	2	4	-2
O=C(COC(=O)c1cc(Cl)cc(Cl)c1)NCc1ccco1	10	2	.	.	4	2	.	-6	.
CCOC(=O)CC1C(=O)NCCN1c1nc2ccc(C)cn2c(=O)c1/C=C1\SC(=S)N(C(C)CC)C1=O (stereo unspecified)	3	.	-9	-7	.	-27	-29	-4	-6
O=C(NCCCNCCCNC(=O)c1ccc(/C=N/O)nc1)c1ccc(/C=N/O)nc1	5	-2	8	-1	11	-2	-4	7	0
O=C(Nc1ccc(Oc2ccccc2)nc1)C1CCN(Cc2ccccc2)CC1	-2	-1	-4	-1	-2	-3	-5	-7	2
COc1ccc(-c2cc(C(F)(F)F)n3ncc(C(=O)Nc4c(C)n(C)n(-c5ccccc5)c4=O)c3n2)cc1	-4	.	2	-5	.	0	1	13	-2
O=C(c1ccccc1)N1CCN(C(=O)c2ccc(OC(F)(F)F)cc2)CC1	2	2	2	-3	12	3	-7	5	4
C=CCOc1ccc(C2C(C(=O)c3ccco3)=C(O)C(=O)N2c2nnc(C)s2)cc1 (stereo unspecified)	1	3	5	-1	15	-8	3	-3	0
CC(=O)N(CN1C(=O)C2C3C=CC(C3)C2C1=O)c1cccc(Cl)c1 (stereo unspecified)	-2	5	0	-2	2	-2	5	8	1
Cc1ccc(S(=O)(=O)Nc2cc(=O)[nH]c(SCc3ccccc3Cl)n2)cc1	-9	-1	-10	-5	5	-2	-7	-9	-2
COc1ccc(CCNS(=O)(=O)c2ccc3oc(C(=O)O)c(C)c3c2)cc1OC	1	5	-1	-3	-5	4	4	10	1

SMILES	pPAFAH inh	PAFAH1B2 FP inh	PME-1 primary	LYPLA2 inh	PAFAH1B3 inh	PAD4 FP inh	GSTO1 counter	PREPL inhibitor	LYPLA1 counter
CCC1CCCCN1C(=O)CSc1nc(C)cc(C)n1 (stereo unspecified)	0	4	-4	-1	-6	-3	8	8	4
CCOC(=O)Cn1c(C)c(Br)c(COC)c(C#N)c1=O	-3	7	1	-1	7	-3	-2	-4	1
CC(C)CN(C(=O)COC(=O)c1cccnc1Cl)c1c(N)n(Cc2ccccc2)c(=O)[nH]c1=O	-1	5	2	3	-9	3	6	21	1
O=C(O)C1=C[C@H](c2cccs2)C[C@H](OCc2ccc(CO)cc2)O1	7	7	-3	2	0	2	-3	13	2
CCc1ccc(CN(C)Cc2nc(Cc3cccc(C(F)(F)F)c3)no2)nc1	17	5	0	18	13	3	3	6	-2
CCOc1ccccc1N(C(C)=O)S(=O)(=O)c1ccc(Cl)cc1	3	2	-6	7	18	-5	8	-1	10
COc1ccc(CC(=O)NCCC2=CCCCC2)cc1	3	5	-9	0	4	2	3	4	-2
O=C(CN(CCc1ccccc1)S(=O)(=O)c1ccc(Br)cc1)N/N=C/c1ccccc1C(=O)O	-6	17	-2	-7	1	-7	-11	4	-4
COC(=O)c1sccc1NC(=O)CN(C)NS(=O)(=O)c1ccc(Cl)cc1	4	9	-3	1	5	-1	1	-1	-1
COc1nc(-c2ccccc2)cc(-c2ccc3c(c2)OCO3)c1C#N	5	0	2	0	5	-4	6	1	1
Cc1ccc(C2(C)NC(=O)N(CC(=O)N3CCN(S(=O)(=O)c4cccc([N+](=O)[O-])c4)CC3)C2=O)cc1 (stereo unspecified)	-3	-1	.	.	-8	-3	.	15	.
Cc1nc2ccccc2n1/N=C/c1ccc([N+](=O)[O-])o1	1	1	1	3	-3	-6	37*	7	2
CCCCC(=O)Nc1nnc(SCC(=O)NCC2CCCO2)s1 (stereo unspecified)	-2	1	1	1	-5	2	2	-18	-1
COC(=O)C1CCN(C(=O)CSc2nnc(-c3ccncc3)o2)CC1	5	1	5	0	4	-4	1	-1	1
Cc1cc(Br)c(NC(=O)COC(=O)c2ccc[n+]([O-])c2)c(Br)c1	4	4	.	.	11	1	.	2	.
COc1nc(NCCO)nc(Nc2cc(Cl)ccc2OC)n1	-4	-4	2	-2	5	6	-1	-4	-1
O=C(COC(=O)c1ccccc1O)NCCCc1ccccc1	2	2	4	-1	12	2	-1	-24	-1
COc1ccccc1C(=O)N/C(=C/c1cccc([N+](=O)[O-])c1)C(=O)Nc1cccc(C(=O)O)c1	-1	0	-2	-3	4	-1	12	18	-4
